High-throughput results (PubChem)
VP16 counter – inhibits Gal4-VP16 luciferase reporter, ROR gamma counter-screen. Drosophila S2 Gal4-VP16 UAS-luciferase, luminescence, 20 h. Potency, µM (top dose mostly 53.6 µM), without a hit: at the highest dose activity, negative = inhibition, most hits filed as inhibitors. 310,000 tested, 3.5% active. AID 2546;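 note: Gal4-VP16 expression switched on by copper sulfate through the metallothionein promoter; potency is the fitted concentration of half-maximal effect; % is set by controls: 0 for no effect and ±100 for the full control effect; nearly all actives have a fitted effect of over 50% in size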
BRCA1 expr act – activators of BRCA1 expression; MCF7-BRCA1-FFLuc reporter, luminescence, 48 h; response scale: scaled: vehicle 0%, 10 µM genistein 100%; Potency, µM (doses to about 46.1 µM), for inactives: at the top dose activation, actives largely listed as activators; 380,000 tested, 1.1% active; AID 624202; note: potency is the fitted concentration of half-maximal effect; nearly all actives have a fitted effect of over 80% in size; some results filed as inactive show a strong effect at the top dose
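48 h compound treatment of MCF7-BRCA1-FFLuc cells (phenol-red free MEM, 37 °C), then 15 min with luciferase substrate and luminescence imaging.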
Tb PFK inh – blocks T. brucei phosphofructokinase | Potency, µM (titrated, usually from 57.5 µM), for inactives: at the highest dose activity, negative = inhibition, usual class: inhibitors | T. brucei PFK, ADP-Glo luminescence | AID 485367 | O15648 | 330,000 tested, 0.17% active;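 note: potency is the fitted concentration of half-maximal effect; 0% = uninhibited 1x PFK enzyme wells and -100% = no-enzyme wells; nearly all actives have a fitted effect of over 60% in size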
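Luminescent ADP detection (ADP-Glo, two-step: ATP depletion then ADP-to-ATP conversion for luciferase) reported PFK activity after 45 min room-temperature reaction of 1.25 nM enzyme with 0.5 mM F6P and 0.1 mM ATP at pH 8.0.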
FLuc counter – inhibits or activates purified firefly luciferase, miR-21 counter-screen. P08659. purified FLuc, Km substrates, luminescence inhibition. Potency, µM (titrated, usually from 57.5 µM), without a hit: top-dose activity change, negative = inhibition, most hits filed as inhibitors. 360,000 tested, 6.9% active. AID 588342;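 note: potency is the fitted concentration of half-maximal effect; plate controls were vehicle for no effect and reference inhibitor for full effect; nearly all actives have a fitted effect of over 55% in size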
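Purified P. pyralis luciferase, 10 nM final, with Km-level 10 uM D-luciferin and 10 uM ATP in 50 mM Tris acetate pH 7.5, 10 mM Mg acetate, 0.01% Tween-20, 0.05% BSA; 6-point qHTS titration about 60 µM downward; luminescence read.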
ELG1 genotoxic – induces genotoxicity in HEK293T cells with luciferase-tagged ELG1 | HEK293T ELG1-luciferase reporter, luminescence, 16 h | Potency, µM (series often up to 46 µM), without a hit: top-dose activity change, positive = activation, most hits filed as activators | AID 504466 | 330,000 tested, 1.3% active; note: potency is the fitted concentration of half-maximal effect; % of control where 0% means no effect; nearly all actives have a fitted effect of over 60% in size
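HEK293T cells expressing luciferase-tagged ELG1 were exposed to compound or DMSO vehicle for 16 hr at 37 °C and 5% CO2. Luciferase activity was then measured with ONE-Glo after 30 min at room temperature.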
p53 reactivator – mutant p53 re-activation in reporter cells; H1299 p53-A138V BP100-luciferase reporter, luminescence, 24 h; Potency, µM (highest dose often 92.2 µM), without a hit: at the highest dose activity change, positive = activation, actives largely listed as activators; 320,000 tested, 0.063% active; AID 504706; note: potency is the fitted concentration of half-maximal effect; % of control where 0% means no effect; nearly all actives have a fitted effect of over 45% in size
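p53-null H1299 cells stably carrying temperature-sensitive p53-A138V and a BP100-luciferase reporter were pinned with compounds (4-point, 1:5 series) and held 24 hrs at 37 deg C. Luminescence was read 10 min after detection reagent.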
TRPV1 ag – agonists of human vanilloid receptor 1 (TRPV1); Q8NER1; TRPV1-expressing cells, Fluo-8 calcium influx, agonist mode; activation, % at 8.33 µM; 320,000 tested, 0.19% active; AID 540275; in the data active = activation above about 80%; inconclusive = between about 30% and that limit; note: 0% is about no effect
Target sequence (Q8NER1 whole entry, looked up): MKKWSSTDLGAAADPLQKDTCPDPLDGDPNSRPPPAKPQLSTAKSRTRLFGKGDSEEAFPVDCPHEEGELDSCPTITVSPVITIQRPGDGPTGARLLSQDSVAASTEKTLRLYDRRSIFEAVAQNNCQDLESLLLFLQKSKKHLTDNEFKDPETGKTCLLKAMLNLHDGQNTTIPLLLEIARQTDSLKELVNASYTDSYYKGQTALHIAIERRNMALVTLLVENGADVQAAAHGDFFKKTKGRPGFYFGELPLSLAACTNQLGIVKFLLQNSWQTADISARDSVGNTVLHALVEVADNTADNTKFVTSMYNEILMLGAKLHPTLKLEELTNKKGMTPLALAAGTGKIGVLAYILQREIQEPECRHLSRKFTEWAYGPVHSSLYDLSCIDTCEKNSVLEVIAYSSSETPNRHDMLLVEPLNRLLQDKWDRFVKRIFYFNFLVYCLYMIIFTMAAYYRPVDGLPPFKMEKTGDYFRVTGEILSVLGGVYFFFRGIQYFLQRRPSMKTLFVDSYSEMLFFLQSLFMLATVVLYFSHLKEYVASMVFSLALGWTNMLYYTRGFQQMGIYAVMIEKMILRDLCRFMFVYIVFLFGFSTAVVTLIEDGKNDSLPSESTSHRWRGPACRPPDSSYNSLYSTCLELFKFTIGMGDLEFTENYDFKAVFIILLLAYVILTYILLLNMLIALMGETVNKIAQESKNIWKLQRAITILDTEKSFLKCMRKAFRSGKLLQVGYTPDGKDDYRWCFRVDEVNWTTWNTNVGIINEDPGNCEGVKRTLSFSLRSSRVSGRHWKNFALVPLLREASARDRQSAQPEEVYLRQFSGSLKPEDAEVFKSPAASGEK
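Fluo-8 calcium influx in TRPV1-expressing cells, kinetic read (ex 480/em 520 nm). Compound added and read 3 min for agonist activity, followed by capsaicin at EC20 final and 2 min further read for enhancement.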
Rab9 promoter act – Rab9 promoter activation; Huh7 Rab9 promoter-luciferase reporter, luminescence, 24 h; Potency, µM (highest dose often 9.22 µM), for inactives: at the highest dose activation, negative = inhibition, most hits filed as activators; 320,000 tested, 2.8% active; AID 485297; note: potency is the fitted concentration of half-maximal effect; % of control where 0% means no effect; nearly all actives have a fitted effect of over 60% in size
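Huh7 cells stably carrying Rab9 promoter–luciferase reporter, plated 1500 cells/well, compound added after 2 h and incubated 24 h at 37 °C; luciferase luminescence then read after 10 min with detection reagent.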
RORg inh – inhibitors of mouse ROR gamma transcriptional activity; Drosophila S2 Gal4-RORgamma UAS-luciferase reporter, 20 h; Potency, µM (doses to about 53.6 µM), without a hit: at the highest dose activity change, negative = inhibition, hits mostly inhibitors; 310,000 tested, 5.4% active; note: potency is the fitted concentration of half-maximal effect; % is set by controls: 0 for no effect and ±100 for the full control effect; nearly all actives have a fitted effect of over 60% in size
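In this cell-based reporter format, copper sulfate (700 uM final) drives Gal4–ROR gamma fusion expression from a metallothionein promoter in Drosophila Schneider cells; compounds preincubated 1 hr, reporter read after 20 hr at ambient temperature.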
NPC1 promoter act – activates the NPC1 promoter | Potency, µM (series often up to 9.22 µM), for inactives: top-dose activation, hits mostly activators | Huh7 NPC1 promoter luciferase reporter, 24 h | 320,000 tested, 2.4% active;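 note: potency is the fitted concentration of half-maximal effect; % of control where 0% means no effect; nearly all actives have a fitted effect of over 60% in size; reporter is driven by a mutant NPC1 promoter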
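Quantitative HTS used a cell-based reporter: Huh7 cells stably bearing the NPC1 promoter upstream of luciferase were treated with compounds for 24 h, and promoter activation was read as luminescence.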
ELG1 repair inh – inhibitors of ELG1-dependent DNA repair in HEK293T cells; HEK293T ELG1-luciferase reporter, luminescence, 16 h; DNA damage induced by 5-fluorouridine; Potency, µM (series often up to 46.1 µM), inactives show top-dose activity change, negative = inhibition, usual class: inhibitors; 330,000 tested, 2.3% active; AID 504467; note: potency is the fitted concentration of half-maximal effect; % is set by controls: 0 for no effect and ±100 for the full control effect; nearly all actives have a fitted effect of over 55% in size
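Reporter activity after DNA damage by 5-fluorouridine is monitored. Compound-treated cells incubate 16 hr at 37 °C, then ONE-Glo is added for 30 min before luminescence reading.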
An asterisk follows results filed as active; ? = inconclusive; · = no result given; & = joins results of further samples; [ ] = remark or other dose. Unless noted, calls come from the whole dose curve; as a rule, active = well fitted curve in the direction sought with a large enough effect; inconclusive = small, poorly fitted or top-dose-only effect, or another doubt; inactive = no such curve, though single readings can be large; an effect the other way counts as inactive or inconclusive.

Structure | VP16 counter | BRCA1 expr act | Tb PFK inh | FLuc counter | ELG1 genotoxic | p53 reactivator | TRPV1 ag | Rab9 promoter act | RORg inh | NPC1 promoter act | ELG1 repair inh
N/C(=N\OC(=O)Nc1ccccc1)c1cccc(C(F)(F)F)c1 | -7.5% | 2.4% | 2.3% | ? | 5.5% | 17.2% | -0.1 | 5.7% | 23.1% | 0.2% | 14.8%
COc1ccccc1N(CC(=O)NC1CCCCC1C)S(=O)(=O)c1cccs1 (stereo not given) | · | -26.0% | 7.3% | · | -5.6% | -8.0% | · | · | · | · | -8.9%
COc1ccc(C(=O)N/N=C2\CCS(=O)(=O)c3ccc(F)cc32)cc1OC | 0.2% | -33.5% | 1.8% | 6.0% | -1.7% | 1.3% | 0.4 | -3.6% | -0.9% | -1.8% | ?
CCc1nnc(NC(=O)CSc2ncnc3c2oc2ccccc23)s1 | 0.9% | 4.7% | 2.3% | 0.4% | -4.4% | -3.2% | 2.7 | -5.1% | -17.1% | 1.1% | 9.2%
CN(C)C(=S)NCc1ccccc1 | 1.3% | -0.9% | -1.1% | 0.6% | 1.6% | 13.3% | -6.5 | 11.2% | -19.8% | -1.4% | -1.0%
Cc1ccc(NCc2nnc(SCC(=O)c3ccc4c(c3)OCCO4)o2)c(C)c1 | 8.8% | -2.7% | 3.9% | 4.9% | -0.1% | 4.5% | 1.8 | 0.5% | ? | -1.5% | 3.2%
CCc1ccccc1-n1nnnc1-c1cnccc1C(F)(F)F | -4.5% | -31.4% | -1.5% | 7.6% | -6.2% | -5.2% | 0.7 | -2.2% | 15.2% | -0.2% | -1.7%
CSc1cccc(N2CC(C(=O)N(CC(C)C)c3c(N)n(Cc4ccccc4)c(=O)[nH]c3=O)CC2=O)c1 (stereo not given) | · | -6.1% | -9.0% | -1.5% | 0.4% | 2.8% | -3.1 | -0.5% | · | 2.6% | 0.0%
O=C(N[C@@H](Cc1c[nH]c2ccccc12)C(=O)O)c1ccccc1Cl | -19.4% | -4.3% | -3.3% | -18.4% | 0.9% | -3.5% | -0.8 | -7.1% | 3.3% | -1.3% | -1.5%
CCN1C(=O)C(Cc2nc3ccccc3c(=O)n2-c2ccccc2)c2ccccc21 (stereo not given) | -1.8% | -37.1% | -4.1% | -0.1% | 0.5% | -5.7% | -5.4 | 2.0% | ? | -2.4% | 0.6%
O=C(CNC(=O)c1ccc2ccccc2c1)NCc1ccccc1F | 2.7% | 17.1% | 0.0% | -2.0% | 2.9% | -4.3% | 2.9 | 0.1% | -8.8% | 7.0% | 12.0%
CCOc1ccc(S(=O)(=O)N2CCC(C(=O)NCC3CCCO3)CC2)cc1 (stereo not given) | -2.0% | -4.4% | -1.0% | 5.8% | -0.5% | ? | 0.3 | 4.4% | 18.6% | -3.0% | 5.0%
COc1ccc(CCNC(=O)CCc2nnc(Cc3ccc4c(c3)OCO4)o2)cc1 | -2.1% | -3.7% | 3.5% | -2.5% | 2.3% | 4.9% | -0.2 | 8.2% | -7.3% | -1.3% | -15.3%
COc1cc(NC(=O)N2c3ccccc3Sc3ccccc32)c(C(=O)O)cc1OC | -4.5% | -17.5% | 1.1% | -6.2% | -1.4% | -40.3%[inhibitor] | 2.4 | -0.1% | -10.7% | 2.4% | 0.2%
CCc1ccc(NC(=O)CSc2nc3cc(C(=O)OC)ccc3c(=O)n2CC2CCCO2)cc1 (stereo not given) | 6.7% | -3.4%[1.84 µM] | 5.5% | 2.5% | 4.0% | -5.5% | 1.9 | -0.2% | 9.5% | -3.0% | -13.0%
COc1cccc(OC)c1C(=O)OCC(=O)Nc1cccnc1Cl | 3.8% | 0.3% | 7.4% | -6.5% | -3.4% | -2.8% | -1.7 | 9.6% | 2.9% | -5.2% | 5.1%
CCCCOc1ccc(-c2nc(SCC(N)=O)n[nH]2)cc1 | -5.0% | 51.2% | -2.6% | 10.7µM* | 11.9% | 27.6% | 7.4 | 25.5% | -6.1% | ? | ?
CC(C)c1[nH]nc2c1C(c1cccc(OC(=O)N3CCOCC3)c1)C(C#N)=C(N)O2 (stereo not given) | -9.1% | -27.6% | -1.0% | 0.3% | -4.0% | 5.7% | -3.1 | -1.4% | 14.4% | -1.8% | 4.9%
Cc1ccc(NC(=O)CSc2nnc(C)c(=O)n2N)cc1 | 1.1% | -3.5% | 2.5% | 4.7% | 0.2% | 2.2% | -2.6 | 0.3% | 12.2% | -4.2% | -10.1%
O=C(O)Cc1csc(-c2cccc(Oc3ccccc3)c2)n1 | -20.8%&-14.7% | 0.0%&0.0% | -3.7%&-8.3% | ? | 0.4%&2.5% | -6.5%&-1.8% | -4.2&-4.3 | 3.2%&-4.2% | -3.2%&17.3% | -1.3%&2.6% | 4.4%&14.3%
CC(C)C[C@H](NC(=O)c1nc[nH]c1C(=O)NCC(=O)OCc1ccccc1)C(=O)OCc1ccccc1 | ? | -5.0% | 2.8% | -0.1% | -1.8% | 3.7% | ? | -4.3% | -23.7% | 0.6% | ?
COc1ccc(-n2cnnc2SC(C)C(=O)Nc2cccc([N+](=O)[O-])c2)cc1 (stereo not given) | 27.1% | -25.1% | 0.0% | 4.1% | 0.3% | -0.9% | 2.9 | -3.9% | 34.0% | -3.8% | -6.3%
CCN(Cc1ccccc1)S(=O)(=O)c1ccc(OC)c2ncccc12 | -3.6% | -13.0% | 1.5% | -2.4% | -2.5% | -7.1% | 0.3 | -4.5% | -2.0% | 4.8% | ?
COC(=O)C1(C)NC(c2ccc(O)cc2)C2C(=O)N(c3ccccc3)C(=O)C21 (stereo not given) | -2.0% | -14.7% | 0.1% | -0.5% | 0.3% | · | 3.4 | -0.1% | 10.3%[1.91 µM] | 6.2% | -0.5%
Cc1ccc(NC(=O)c2cccc(OCc3c(C)noc3C)c2)cc1 | 16.6% | 28.4% | -10.4% | 23.9µM* | 2.8% | 2.1% | 14.5 | 0.6% | ? | 9.4% | 18.3%
CCOC(=O)c1c(C)[nH]c(N=Nc2cc(C(=O)O)cc(C(=O)O)c2)c1C | -11.8% | 2.0% | -0.4% | 16.9µM* | 1.8% | 11.0% | 3.6 | 8.3% | -14.5% | -2.2% | 17.0%
O=C1/C(=C/c2ccccc2)CCCc2ccccc21 | -10.3% | -6.4% | -5.3% | 10.7µM* | ? | 13.3% | 17.4 | 3.1% | ? | -0.2% | ?
Cc1ccccc1N1C(=O)C(Cl)=C(N2CCCCCC2)C1=O | -7.4% | -20.1% | 1.4% | -1.4% | -0.7% | -3.3% | 27.7 | -10.9% | 1.5% | -0.4% | -15.4%
COc1cccc(CC2(CO)CCCN(Cc3ccccc3-c3ccco3)C2)c1 (stereo not given) | -15.7% | -35.6% | -2.3% | -1.9% | -2.4% | 2.0% | 22.7 | -4.7% | ? | -12.5% | 7.0%
O=C(Cn1cnc2ccc(Cl)cc2c1=O)NC1CCS(=O)(=O)C1 (stereo not given) | · | -19.6% | -8.6% | -0.9% | -0.3% | -4.1% | -1.1 | -2.4% | · | -3.1% | 9.6%
COC(=O)c1c(NC(=O)C(C)C)sc2c1C(C(=O)OC)CC2 (stereo not given) | 7.7% | -2.1% | 2.0% | -1.4% | -0.2% | -8.1% | 2.9 | -0.1% | ? | -6.2% | -24.6%
CCN(CC(=O)Nc1ccc(OC)cc1)C(=O)c1ccc(=O)n(Cc2ccccc2)n1 | · | -18.9% | -14.1% | 0.1% | 0.4% | -1.7% | 2.0 | 1.5% | · | -0.1% | 2.5%
O=C1c2cccc([N+](=O)[O-])c2C(=O)N1c1c[nH]c(=O)[nH]c1=O | -0.3% | 23.9% | -0.8% | -5.3% | 0.9% | -4.0% | -1.9 | 6.7% | 1.1% | -4.9% | 10.7%
Cc1nc(SCC(=O)c2ccccc2)n[nH]1 | 26.3% | 36.5% | ? | -15.0% | 4.1% | 13.0% | 1.5 | ? | -37.1% | 10.5% | 26.2%
O=[N+]([O-])c1ccc(Oc2ccc(S(=O)(=O)N3CCOCC3)cc2)cc1 | -17.0% | -36.2% | 2.7% | 1.8% | -3.9% | 14.3% | 0.4 | 0.2% | ? | -1.2% | -15.4%
CCc1nc(N)c(C#N)c(-c2ccc(O)c(OC)c2)c1C | 2.9% | -1.3% | -3.4% | -19.3% | 2.6% | -0.9% | -1.9 | 22.7% | -13.6% | 3.2% | 16.5%
O=C1c2ccccc2-c2onc3c(N4CCN(CCO)CC4)cc(N4CCN(C(=O)c5ccco5)CC4)c1c23 | ? | -72.7% | -15.4% | ? | -8.1% | -33.4%[inhibitor] | 0.6 | -1.2% | ? | -5.2% | ?
